Screens as filed in PubChem.
PG9 Ab binder – PG9 antibody binding by small molecule; inhibition, % at 6.7 µM; TR-FRET gp120-PG9 antibody binding; AID 624416; hit rate 0.43% among 360,000; in the data active = inhibition above about 8.5%
hcDAF12 agonist – activators of H. contortus DAF-12 nuclear receptor. hit rate 1.4% among 370,000. HEK293 hcDAF-12 lit1-tk-luc reporter, luminescence; 0% DMSO, 100% Δ7-dafachronic acid. activation, % at 6.8 µM;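 active = activation above the mean of all tested compounds plus 3 SD, cut at about 5.5% in these data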;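 also: 100% = response to 3 µM Δ7-dafachronic acid high control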
DAX1 inh-1 – NR0B1 (DAX1) inhibition. inhibition, % at 6.75 µM. AID 504766. HEK293 Gal4-DAX1 luciferase reporter, luminescence. P51843. hit rate 0.99% among 340,000;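 active = inhibition above the mean over all tested compounds plus 3 SD, cut at about 4.2% in these data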;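 also: 0% = DAX1-transfected cells with DMSO and 100% = empty-vector control cells with DMSO; inhibition shows as a rise in luminescence from relieved DAX1 repression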
Target sequence (P51843 207-470 limits assumed): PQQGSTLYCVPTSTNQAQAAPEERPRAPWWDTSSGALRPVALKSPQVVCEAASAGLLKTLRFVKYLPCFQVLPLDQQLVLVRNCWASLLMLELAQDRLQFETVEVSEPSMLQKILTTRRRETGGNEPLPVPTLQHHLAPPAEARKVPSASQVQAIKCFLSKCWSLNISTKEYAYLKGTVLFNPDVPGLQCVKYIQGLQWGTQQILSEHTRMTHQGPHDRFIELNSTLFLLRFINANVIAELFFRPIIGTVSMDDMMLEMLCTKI
sPLA2-III inh – Blocks human group III sPLA2 activity; QFRET BODIPY PC-A2 liposome hydrolysis, fluorescence; Q9NZ20; hit rate 0.56% among 370,000; inhibition, % at 12.2 µM; AID 743126;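 active = inhibition above mean plus 3 SD of compounds lying within the high and low control bounds, cut at about 19% in these data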;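 also: 0% = median of test compound wells and 100% = no enzyme DMSO wells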
Target sequence (Q9NZ20 whole entry, looked up): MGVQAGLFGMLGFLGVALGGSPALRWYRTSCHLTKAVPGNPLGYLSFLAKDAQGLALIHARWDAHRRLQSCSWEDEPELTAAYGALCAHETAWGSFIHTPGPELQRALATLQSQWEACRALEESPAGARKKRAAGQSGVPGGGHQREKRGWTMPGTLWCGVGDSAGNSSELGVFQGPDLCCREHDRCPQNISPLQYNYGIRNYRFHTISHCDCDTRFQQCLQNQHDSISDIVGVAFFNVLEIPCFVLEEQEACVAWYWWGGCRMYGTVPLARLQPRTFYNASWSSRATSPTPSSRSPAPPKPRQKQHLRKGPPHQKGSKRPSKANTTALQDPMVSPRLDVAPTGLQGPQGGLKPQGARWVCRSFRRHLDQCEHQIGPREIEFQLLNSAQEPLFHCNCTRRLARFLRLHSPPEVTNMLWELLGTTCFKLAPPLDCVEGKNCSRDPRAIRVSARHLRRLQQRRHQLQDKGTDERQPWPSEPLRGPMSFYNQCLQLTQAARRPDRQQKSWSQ
GAA850 FXN act – frataxin GAA850 promoter activation | HEK293 lucGAA850 FXN promoter luciferase reporter, 24 h; percent of 10 µM SAHA response | activation, % at 6 µM | hit rate 0.56% among 360,000 | AID 540364;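 active = activation above the average of all compounds screened plus 3 SD, cutoff fixed separately per campaign, cut at about 7.5% in these data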;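 also: 0% = DMSO wells and 100% = 10 µM SAHA wells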
SMARCA2 activ – SMARCA2 function activation, primary screen. MG213 cells, MMTV-luciferase reporter, dexamethasone, overnight. activation, % at 9.1 µM. hit rate 1% among 370,000. AID 652017; in the data active = activation above about 7.8%;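 also: 0% = vehicle wells and 100% = reference activator wells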
Rev-erbA mod – modulators of human Rev-erb alpha DNA binding; Rev-erbα–FITC-DNA binding, fluorescence polarization, 90 min; activity, % at 10 µM; hit rate 0.79% among 370,000;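 active = activity above about 14%, limit read from the data; passing the limit was not always enough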;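 also: 0% = DMSO wells with 35 nM protein and 100% = DMSO wells with 750 nM protein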
PLC-beta3 inh – PLC-beta3 (human) inhibition, primary screen | Q01970 | inhibition, % at 12.2 µM | AID 720704 | Purified PLC-beta3, fluorogenic substrate, fluorescence | hit rate 0.18% among 370,000; in the data active = inhibition above about 11%;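 also: 0% = median of compound wells on plate and 100% = full blocker control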
ssDAF-12 act – S. stercoralis DAF-12 activation, primary screen. activation, % at 6.8 µM. AID 652126. hit rate 1% among 370,000. HEK293 ssDAF-12/GRIP1 lit1-tk-luc reporter, luminescence; % of 3 µM dafachronic acid response;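 active = activation above the mean over all tested compounds plus 3 SD, cut at about 0.9% in these data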;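 also: 0% = DMSO-only wells and 100% = 3 µM delta7-dafachronic acid wells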
DAX1 inh-2 – inhibitors of DAX1 repression of SF-1 activated StAR promoter; HEK293T StAR-luciferase reporter, SF-1/DAX-1 repression relief; inhibition, % at 6.8 µM; hit rate 1.1% among 370,000; AID 652010;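 active = inhibition above the mean over all tested compounds plus 3 SD, cut at about 3.6% in these data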;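 also: 0% = DAX-1 cells with DMSO and 100% = cells lacking DAX-1 with DMSO; higher inhibition means more luminescence from relief of DAX-1 repression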
hgDAF12 agonist – agonists of H. glycines DAF-12 nuclear receptor | HEK293 GAL4-hgDAF12 UAS-luciferase reporter, agonist luminescence; normalized to butyrate control | hit rate 1.8% among 370,000 | AID 687014 | activation, % at 6.8 µM;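 active = activation above a cutoff set at the mean of all screened compounds plus 3 SD, cut at about 10% in these data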;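 also: 0% = DMSO wells and 100% = sodium butyrate wells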
Active calls of the source: *; . = no result given.

SMILES | PG9 Ab binder | hcDAF12 agonist | DAX1 inh-1 | sPLA2-III inh | GAA850 FXN act | SMARCA2 activ | Rev-erbA mod | PLC-beta3 inh | ssDAF-12 act | DAX1 inh-2 | hgDAF12 agonist
O=C(CCC(=O)c1ccc(Oc2ccccc2)cc1)Nc1ccc(Cl)cc1Cl | -0.3 | -1.4 | -0.1 | 0 | 1.3 | 0 | 2 | 2 | -1.5 | 0.5 | -2.5
CCNC(=O)c1cc2ccccc2o1 | -0.4 | -0.2 | 1.6 | 2 | -2.6 | -2 | 1 | 0 | -2.0 | -0.1 | 0.3
COc1ccccc1CCNC(=O)C(=O)NCC1OCCCN1S(=O)(=O)c1cc(C)ccc1C (stereo not given) | 0.1 | -2.4 | -0.3 | -5 | -1.2 | -2 | 3 | -4 | -0.9 | -2.1 | -3.5
CCCN1CCC(=O)N(CCSc2ccc(NC(C)=O)cc2)CC1 | -0.6 | -1.2 | -0.4 | 2 | -0.8 | 2 | -5 | -2 | -0.7 | 0.1 | 2.0
COc1ccc(-c2c(C(=O)c3ccccc3)[nH]c(N)c2C(=O)NC2CC2)cc1OC | -2.8 | -1.9 | . | 6 | . | -1 | 2 | 0 | -1.4 | 0.6 | 4.0
COc1ccccc1N1C(=O)CCC1(C#N)c1ccc(Br)cc1 (stereo not given) | -1.2 | -0.9 | -0.6 | -5 | -2.0 | 6 | -2 | -1 | -1.8 | 0.3 | 0.4
O=S(=O)(c1cccs1)N1CN(Cc2ccc(F)cc2)c2nc3ccccc3nc21 | 0.9 | -2.0 | 1.4 | -18 | 2.0 | 4 | 1 | -27 | -0.7 | -0.6 | 0.8
COc1ccc(-c2nc3c([nH]2)c(=O)n(C)c(=O)n3C)c(OC)c1 | -1.2 | 2.9 | 0.5 | 5 | 3.0 | 1 | -1 | -7 | 1.1* | 0.3 | 2.6
Cc1ccc(C)c(S(=O)(=O)N2CCC3(CC2)OCCO3)c1 | 1.6 | 0.4 | 0.2 | 3 | -0.9 | -2 | -5 | -5 | -0.9 | 0.9 | -1.9
O=C(NCCO)c1cccc(-c2cnc3c(Nc4cccc(OC(F)(F)C(F)F)c4)nccn23)c1 | 1.6 | -1.4 | . | -21 | 3.1 | 2 | 5 | -45 | -1.1 | 2.6 | 1.7
Cc1ccc(C(=O)NCC(=O)NCC(c2cccs2)N2CCOCC2)cc1 (stereo not given) | -2.2 | -0.1 | 0.1 | 2 | -0.3 | 0 | 5 | -4 | -0.6 | -0.8 | 2.0
Cc1cc(C)n2nc(C(=O)OCC(=O)NCc3ccc(Cl)cc3)nc2n1 | 0.8 | 0.1 | -0.4 | -3 | -0.1 | -1 | 1 | -4 | -1.7 | 0.0 | -1.8
O=C(CNS(=O)(=O)c1cccc(F)c1)OCC(=O)N1CCCC1=O | 2.1 | -0.2 | 0.5 | 9 | 1.7 | -1 | -6 | 4 | -0.5 | -0.6 | 3.1
COc1ccc(Cl)c2c1[nH]c1nc(SCc3ccccn3)nnc12 | 1.1 | 8.6* | 2.1 | -12 | 4.8 | 6 | 6 | -20 | 1.6* | 11* | 15*
COc1ccc(C(=O)CN2CC(C)SC2=Nc2ccc(Cl)cc2)cc1 (stereo not given) | 2.2 | 1.0 | -1.5 | 12 | 0.8 | 0 | 2 | -4 | -1.1 | 0.0 | -1.7
CC(C)c1cccc(C(C)C)c1Nc1cn[nH]c1 | -0.5 | -1.5 | . | -4 | . | -1 | -6 | 2 | -1.2 | -0.5 | -4.6
CC(=O)Nc1ccc(S(=O)(=O)NC2=NCN(C)CN2)cc1 | -0.6 | 0.5 | 1.6 | 15 | 2.1 | -6 | -8 | 3 | -1.6 | 0.1 | -0.8
COc1cccc(C(=O)Nc2ccc3c(c2)OC[C@H](C)N(CCc2ccccc2)C[C@@H](C)[C@@H](OC)CN(C)C3=O)c1 | 0.2 | 0.1 | . | -5 | . | -1 | 1 | -1 | -0.8 | -0.7 | 3.4
CCOC(=O)CSc1nnc(CNC(=O)c2cccs2)n1-c1cc(C)ccc1C | 0.9 | 1.0 | -0.2 | 8 | -0.3 | -1 | 3 | -1 | -1.4 | -0.6 | -3.2
O=C(OCC(=O)N1CCc2ccccc21)c1ccccc1[N+](=O)[O-] | 2.3 | 7.5* | 1.5 | 2 | 0.7 | 6 | -2 | -1 | 2.6* | 7.1* | 18*
COc1cc(/C=N/NC(N)=O)ccc1OCC(=O)Nc1cc(C)c(C)cc1Br | 1.0 | -0.5 | 1.6 | 3 | 0.1 | -1 | 9 | -3 | -1.5 | 0.3 | 0.7
Cc1ccc(NC(=O)CCNC(=O)c2ccc(Br)cc2)cc1S(=O)(=O)N1CCOCC1 | -1.8 | -1.2 | -1.1 | -11 | -0.6 | 2 | 5 | -8 | -1.6 | -0.8 | -1.9
COC(=O)c1sc2ccccc2c1NC(=O)c1coc2ccccc2c1=O | -0.1 | -1.0 | -0.7 | 16 | 1.5 | -1 | 4 | -1 | -0.9 | 0.1 | -0.3
O=C(/C=C/c1ccccc1)Nc1ccc(S(=O)(=O)N2CCOCC2)cc1 | -3.4 | -3.4 | -0.4 | -7 | -0.2 | -3 | 7 | -2 | -0.7 | -3.0 | 2.0
COc1ccccc1NC(=O)COC(=O)CNC(=O)C1CCCCC1 | 1.3 | -0.1 | 3.0 | 8 | 2.1 | -1 | -3 | 0 | -1.3 | -0.7 | 1.4
Cn1c(C(=O)NN)cc2cc(OCc3ccccc3)ccc21 | -3.3 | 1.0 | . | -8 | 0.1 | 4 | 1 | -31 | -0.4 | 0.4 | 6.6
O=S(=O)(c1ccc(Cl)cc1)c1nc(-c2ccco2)oc1N1CCCCC1 | -0.5 | 3.2 | 1.1 | -2 | -1.2 | 0 | -3 | -6 | -0.7 | -0.7 | 1.8
O=C(COC(=O)c1ccc(Br)o1)Nc1ccc2c(c1)OCCO2 | -1.0 | 2.9 | 0.1 | 0 | 1.1 | -1 | -3 | -6 | -1.1 | -1.1 | 3.2
O=C(CSc1nc2ccc([N+](=O)[O-])cc2s1)NC1CCS(=O)(=O)C1 (stereo not given) | 0.0 | 1.5 | -0.3 | -4 | 0.1 | 0 | 1 | 0 | -0.8 | -1.5 | 0.2
CS(=O)(=O)c1ccccc1COC(=O)Nc1ccc(Cl)cc1 | -2.4 | -0.6 | 0.4 | -11 | 2.5 | 1 | 1 | 2 | -1.0 | 1.1 | 5.7
Nc1nonc1-c1noc(CCCCCN2C(=O)c3ccccc3C2=O)n1 | 0.4 | -0.1 | 0.4 | -3 | 3.7 | 3 | 2 | -3 | 0.2 | 0.2 | 0.1
CCOc1ccc(CCNC(=O)CN2C(=O)NC3(CCCCC3)C2=O)cc1OCC | 0.1 | -1.0 | 0.2 | -1 | 1.2 | 6 | -5 | -2 | -1.0 | 0.7 | -0.5
CCCC(=O)c1cc2c(cc1NC(=O)c1cccs1)OCCO2 | 1.1 | 3.0 | 2.2 | -1 | 1.1 | -3 | -1 | -8 | -0.4 | -0.4 | 3.7
NC(=O)c1ccc(NC(=O)CSc2nnc(-c3ccccc3)n2-c2ccccc2)cc1 | . | -1.1 | . | -5 | . | -2 | -1 | 2 | -1.0 | -1.2 | 3.1
O=C1CCC([N+](=O)[O-])C(c2ccccc2Br)N1 (stereo not given) | 0.4 | 1.7 | 1.1 | 11 | 0.2 | -2 | -9 | -6 | -0.5 | 0.3 | -3.5
O=C(CN1CCN(S(=O)(=O)c2ccc(Br)cc2)CC1)N/N=C/c1cccs1 | 0.5 | -2.6 | -0.6 | 3 | 0.3 | -2 | 2 | -2 | -1.1 | 0.0 | -3.1
CN(C)S(=O)(=O)c1cccc(NC(=O)COC(=O)CCSc2ccc(Cl)cc2)c1 | -1.4 | 1.3 | -0.8 | -37 | -2.4 | 4 | 6 | 1 | -0.8 | 0.1 | -1.9
COc1ccc(-n2nc(C(=O)NCC(=O)N3CCN(Cc4ccccc4)CC3)c3ccccc3c2=O)cc1OC | -0.7 | -0.8 | -1.2 | 2 | -2.0 | -3 | 1 | -38 | -0.7 | -0.9 | -3.5
CCN1CCN(CCCNC(=O)c2ccccc2NC(=O)C2=C(C)OCCS2)CC1 | -0.8 | -0.2 | 0.9 | 8 | 0.1 | -2 | 0 | -5 | -0.7 | 0.0 | -1.3
COC(=O)C[C@@H]1OC[C@H](Cc2ccccc2)N1S(=O)(=O)c1ccc(C)cc1 | 2.4 | -2.0 | . | 12 | . | -5 | 1 | -3 | -0.6 | -1.5 | -0.6
CCOc1ccccc1OCC(=O)Nc1ccc(OC)c(S(=O)(=O)N2CCCCC2)c1 | -1.2 | -0.8 | -0.5 | -7 | -1.1 | -2 | 2 | -6 | -1.2 | -0.7 | -2.7
Cc1nc(C(C)NC(=O)c2cc(COc3ccc(F)c(F)c3)on2)cs1 (stereo not given) | 0.9 | 2.7 | 0.0 | 4 | 0.5 | 3 | -5 | -7 | -0.8 | -0.3 | 2.3
O=C(CS(=O)(=O)c1ccccc1)Nc1nc(-c2ccccc2)cs1 | -0.7 | 0.2 | -1.0 | -27 | -3.0 | 1 | -2 | 3 | -1.0 | 0.2 | -2.2
CCOc1ccccc1OCCCCCc1c(C)n[nH]c1C | -0.7 | -1.8 | -3.8 | -5 | -0.9 | -6 | 11 | 2 | -1.8 | -2.1 | -4.0
COc1ccc(Cl)cc1NC(=O)C(C)Sc1n[nH]c(N)n1 (stereo not given) | -0.1 | -0.1 | 1.7 | -1 | -0.2 | 1 | -1 | -1 | -1.1 | -0.2 | 1.4
CCn1c(=O)c(C(=O)Nc2ncccc2O)c(O)c2ccccc21 | -5.0 | 0.2 | -1.0 | -30 | 1.2 | -3 | -9 | -61 | -0.2 | 0.0 | 0.5
COC(=O)c1c(NC(=O)c2cccs2)sc2c1CCC(C)C2 (stereo not given) | 1.8 | -0.3 | 1.4 | 3 | 1.9 | 0 | 0 | -5 | -1.1 | -0.2 | -1.7
Cc1ccc(NC(=O)CCOc2ccccc2C)cc1F | -0.9 | -1.6 | -0.5 | -8 | 0.5 | 4 | -1 | 2 | -0.6 | 0.1 | 4.9
COC(=O)C1=C(C)N(Cc2ccc(OC)cc2)C(=O)C1 | -0.9 | -1.7 | 1.0 | -26 | -1.9 | 3 | -3 | -99 | -1.1 | -0.2 | -1.1
COc1cccc(OC(=O)N2CCOCC2)c1 | 0.1 | 0.1 | 1.5 | -3 | 0.9 | 5 | -1 | 2 | -1.5 | 1.1 | 3.3
Cc1ccc(S(=O)(=O)N2CCN(CC(=O)NC(C)c3ccccc3)CC2)cc1 (stereo not given) | 0.1 | -0.3 | 0.0 | -2 | -0.3 | -4 | -4 | -3 | -0.5 | -0.1 | -0.2
COc1cccc(NC(=O)NNC(=O)CCc2ccc(O)c(O)c2)c1 | -2.4 | 1.3 | 0.3 | -3 | 0.3 | -3 | 1 | -25 | -1.1 | 0.3 | 1.8
CCCCOCCCNC(=O)/C=C/c1ccccc1Cl | -3.0 | -0.9 | 1.0 | -2 | 3.5 | 2 | 2 | -2 | -1.3 | 0.1 | -0.6
